GPR151 ag = activators of human GPR151, primary screen, cell-based, PathHunter beta-arrestin, luminescence; PathHunter beta-arrestin GPR151 cells; activation, % at 11.2 µM; actives 1% (n = 650,000); AID 1508602, 2020; in the data active = activation above about 4.9%;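 note: 0% = median of compound wells and 100% = cells with positive control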
FBW7 activator = FBW7 E3 ligase activators, primary screen, biochemical, AlphaScreen, human | F-box/WD repeat-containing protein 7 (Homo sapiens), Q969H0 | AlphaScreen FBW7–phospho-cyclin E peptide binding, activator screen | normalized activity (activation), % at 26.1 µM | actives 0.13% (n = 650,000) | AID 1259310, 2017; in the data active = normalized activity above about 1.9%;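 note: purified mutant Fbw7 with reduced substrate affinity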
TEAD-YAP block = TEAD-YAP interaction inhibition, primary screen, TEAD-YAP interaction inhibitor project, luminescence, HEK-TIYL cells; TEAD-Gal4/YAP UAS-luciferase luminescence; inhibition, % at 9.12 µM; actives 1.4% (n = 640,000); AID 1259422, 2018; in the data active = inhibition above about 32%;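 note: 0% = median of test compound wells and 100% = reference inhibitor wells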
MITF primary = MITF inhibitors, primary screen, biochemical, AlphaScreen, human. inhibition, % at 2.6 µM. actives 0.91% (n = 650,000). AID 1259374, 2018. AlphaScreen MITF homodimerization, bead proximity signal. Microphthalmia-associated transcription factor (Homo sapiens), O75030; in the data active = inhibition above about 50%;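 note: 0% = vehicle wells with protein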
Target sequence (O75030 whole entry, looked up): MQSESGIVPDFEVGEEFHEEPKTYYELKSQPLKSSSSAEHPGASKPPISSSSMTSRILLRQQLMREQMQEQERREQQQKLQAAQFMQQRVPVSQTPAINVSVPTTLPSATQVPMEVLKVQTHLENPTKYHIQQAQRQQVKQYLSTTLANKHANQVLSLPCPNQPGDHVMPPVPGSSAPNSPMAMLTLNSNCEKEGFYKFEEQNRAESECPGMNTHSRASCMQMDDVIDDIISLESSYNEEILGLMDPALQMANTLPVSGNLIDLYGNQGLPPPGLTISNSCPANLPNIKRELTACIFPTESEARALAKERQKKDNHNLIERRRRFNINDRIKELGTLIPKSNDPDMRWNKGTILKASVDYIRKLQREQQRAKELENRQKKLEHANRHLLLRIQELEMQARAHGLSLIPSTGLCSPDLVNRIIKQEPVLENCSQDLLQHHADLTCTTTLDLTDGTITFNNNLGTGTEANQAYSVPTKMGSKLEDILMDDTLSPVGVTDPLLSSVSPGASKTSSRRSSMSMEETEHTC
The depositor's hits bear a star; nt = no result given.

SMILES	GPR151 ag	FBW7 activator	TEAD-YAP block	MITF primary
CC(C)(C)c1ccc(C(=O)N(Cc2ccco2)C2CCS(=O)(=O)C2)cc1 (stereo not given)	0.3	-0.1	3	1
CCCCNC(=O)CSc1nc2ccsc2c(=O)n1CCCC(=O)NCCc1ccc(S(N)(=O)=O)cc1	0.8	0.0	3	13
C=CCn1c(=O)/c(=C/c2ccccn2)s/c1=C(/C#N)C(N)=O	-3.4	-0.2	-16	7
Cc1nonc1CN(C)Cc1c(C(=O)N2CCCCCCC2)nc2sccn12	-1.0	0.2	-2	13
O=c1c(Cl)c(NCCc2ccccc2)cnn1C12CC3CC(CC(C3)C1)C2	0.4	0.1	8	3
O=C(CNc1n[nH]c(=O)[nH]c1=O)N/N=C/c1ccc(O)cc1	0.2	0.0	-11	2
O=C(Nc1ccccc1Cl)c1cc(S(=O)(=O)N2CC3CC(C2)c2cccc(=O)n2C3)ccc1F (stereo not given)	-3.7	0.8	4	18
COC(=O)CSc1nc(C2CC2)nc2sc(C)c(C)c12	-0.3	0.1	11	12
COC(=O)c1ccc(Oc2nc(SC)nc(N(C)C)n2)cc1	1.5	0.1	-7	3
N#CCCN1CCN(S(=O)(=O)c2ccc(S(=O)(=O)N3CCCCCC3)cc2)CC1	1.6	0.0	3	3
Cc1cc(C)c(NC(=S)N(Cc2cccs2)C2CCCCC2)c(C)c1	-0.7	-0.1	-2	-7
COc1ccc(-c2cc(N3CCOCC3)ncn2)cc1	-1.0	-0.5	-73	-8
Cc1cccn2c(=O)c(/C=C3\SC(=S)N(C)C3=O)c(N3CC(C)OC(C)C3)nc12 (stereo not given)	0.3	0.8	5	6
CCOc1ccc(S(=O)(=O)Nc2cc3c(C(=O)OC)c(COC)oc3c3ccccc23)cc1	0.2	0.0	6	10
C/C(=N/NC(=O)c1cc(O)cc(O)c1)c1ccc(O)cc1	1.1	0.0	13	6

Of the compounds above, these contain a furan ring, fused or not:
SMILES	GPR151 ag	FBW7 activator	TEAD-YAP block	MITF primary
CC(C)(C)c1ccc(C(=O)N(Cc2ccco2)C2CCS(=O)(=O)C2)cc1 (stereo not given)	0.3	-0.1	3	1
CCOc1ccc(S(=O)(=O)Nc2cc3c(C(=O)OC)c(COC)oc3c3ccccc23)cc1	0.2	0.0	6	10

The listing continues.
SMILES	GPR151 ag	FBW7 activator	TEAD-YAP block	MITF primary
COc1cc2c(cc1OC)C(CN1C(=O)c3ccccc3C1=O)=NC(C)(C)C2	-1.1	0.1	-3	16
OC1(c2ccc(F)cc2)CC2CCC(C1)N2c1ncnc2nc[nH]c12 (stereo not given)	0.4	0.1	1	10
O=C(c1nn2c(c1Cl)NC(c1ccco1)CC2C(F)(F)F)N1CCN(c2ccc(F)cc2)CC1 (stereo not given)	-1.2	0.1	13	7
Cc1ccc(NC(=O)C2CCN(C(=O)Cc3ccccc3)CC2)cc1	-1.5	0.1	-5	-21
CCCCC(CC)C(=O)Nc1nnc(C)s1 (stereo not given)	0.0	0.1	12	8
Cc1ccc(C(C)C)c(OCC(=O)Nc2ccc(-c3nc4ncccc4o3)cc2)c1	-0.2	0.1	4	-12
COc1cc(/C=C2/C(=N)N3N=C(CC(C)C)SC3=NC2=O)ccc1OC(=O)c1ccc(Cl)cc1	0.0	0.1	-7	9
CCOC(=O)CNC(=O)c1cc(C(=O)OC)cc([N+](=O)[O-])c1	3.1	0.0	-1	16
Cc1ccc(S(=O)(=O)N2CCN3C(=O)[C@@H](CC(C)C)NC(=O)[C@H]3C2)cc1	1.5	-0.1	6	-8
CCOc1ccc(-c2nc(CSCC(=O)NCCN3CCOCC3)c(C)o2)cc1	-0.6	0.1	0	-3
C/C(=N\NC(=S)NCc1ccco1)c1ccco1	-1.3	0.3	-7	0
COC(=O)C1C(=O)C2=C(CC1C)Nc1ccccc1NC2c1ccccc1F (stereo not given)	-0.6	-0.1	1	5
C=CCN1C(=O)CS/C1=C(\C#N)S(=O)(=O)c1ccc(C)cc1	-0.8	-0.1	2	-1
COc1cc(-n2c(C)nc3cc(C(=O)N4CCc5ccccc54)ccc32)cc(OC)c1OC	0.2	0.0	-3	0
COc1ccc(C23CC4CC(CC(C4)C2)C3)cc1[N+](=O)[O-]	0.1	0.4	-1	0

Further results follow.
SMILES	GPR151 ag	FBW7 activator	TEAD-YAP block	MITF primary
NC(=O)COC(=O)c1sc2cc(F)ccc2c1Cl	1.6	0.2	7	4
N#Cc1c(NC(=O)c2cccc(F)c2)sc2c1CCC2	1.1	-0.1	-63	-2
CCCCC(O)(CCN1CCCCC1)c1ccc(OCC)cc1 (stereo not given)	-0.2	0.0	0	4
Nc1cccc(NC(=O)c2ccccc2Cl)n1	-5.2	0.1	-43	7
CCOC(=O)c1cn(CC)c2cc(N3CCCCC3)c(F)cc2c1=O	-1.8	-0.1	-4	3
CN(C)c1ccc(-c2nc(-c3ccccc3)cnc2N)cc1	1.9	0.0	8	12
O=c1c(Nc2ccc(Cl)cc2)c(-c2ccccc2)c1=O	0.4	-0.1	-2	9
O=C1c2cccc3cccc(c23)C(=O)N1Nc1ccc(Cl)cc1[N+](=O)[O-]	-2.4	0.2	2	9
O=C(Cc1cn(-c2ccc(Oc3ccccc3)nn2)c2ccccc12)NCc1nc2ccccc2[nH]1	0.7	-0.1	-8	10
CSCCOC(=O)C1=C(C)NC(=O)NC1c1ccc(C)cc1 (stereo not given)	-0.2	-0.3	0	9
Cc1nc(NCCN2CCOCC2)c2nnn(Cc3c(F)cccc3Cl)c2n1	0.4	0.0	5	-16
O=[N+]([O-])c1cccc(-c2csc(Cc3nc(O)cs3)n2)c1	-0.9	0.1	-83	2
CCOC(=O)c1c(NC(=O)/C(C#N)=C/c2ccc(O)c(OC)c2)sc(C)c1C	0.5	0.4	3	-4
CCN1C(=O)NC(=O)/C(=C\c2cn(CCCOc3ccccc3)c3ccccc23)C1=O	1.7	-0.1	-2	29
CCc1nnc2sc(-c3ccc(NC(=O)COc4ccc(OC)cc4)cc3)nn12	-0.7	1.1	7	10

Next section:
SMILES	GPR151 ag	FBW7 activator	TEAD-YAP block	MITF primary
Cc1cc(C)nc(N2CCC(NCc3cccc(N(C)C)c3)CC2)n1	-1.1	0.3	11	14
O=c1nc(N/N=C/c2cc(Br)ccc2O)cn[nH]1	0.5	-0.1	3	14
COC(=O)CC(c1ccc(C#N)cc1)n1c(C)ccc1C (stereo not given)	0.6	0.1	8	8
COc1ccc(C2C(C(=O)Nc3ccc(C(C)C)cc3)CCC(=O)N2c2ccc(OC)cc2)cc1 (stereo not given)	1.8	-0.2	1	-5
Cc1cc(C)nc(/N=C/c2nc(-c3ccccc3Br)oc2O)c1	-0.3	0.0	-54	-5
Cc1c(Cl)cccc1NC(=O)C1CCCO1 (stereo not given)	0.1	0.1	7	15
CC(C)(C)CC(C)(C)NC(=O)CSc1nnc(-c2ccco2)n1-c1ccccc1	0.8	0.2	-12	16
Cc1ccc(F)cc1NC(=O)c1sc2ncnc(N3CCN(c4ccccn4)CC3)c2c1C	-1.5	0.2	5	6
CCN1CCN(C2CCN(Cc3ccccc3[N+](=O)[O-])CC2)CC1	0.9	0.3	-15	9
COc1cc(NC(=O)c2cc(Cl)nc3ccccc23)cc(OC)c1OC	1.2	0.2	-7	4
CCOC(=O)N1CCN(S(=O)(=O)c2ccc(C(=O)Nc3nc4ccc(OCC)cc4s3)cc2)CC1	-0.1	0.4	8	15
CN(C)C(=O)c1cc(-c2cn[nH]c2)ccc1NC(=O)[C@@H]1COc2ccccc2O1	0.1	0.1	1	2
Cc1cccc(OCCOc2cccc(/C=C3/C(=N)N4N=C(CC(C)C)SC4=NC3=O)c2)c1	-0.3	0.1	-67	-13
COc1ccc(OCC(=O)Nc2ccc3c(c2)C(=O)NC3=O)cc1	-0.1	0.1	4	-1
CCCCn1c(C)cn2c3c(=O)n(CC)c(=O)n(C)c3nc12	-0.2	-0.2	6	12

(next part)
SMILES	GPR151 ag	FBW7 activator	TEAD-YAP block	MITF primary
CCCCOc1ccc(-c2nc(/C=N/c3nccs3)c(O)o2)cc1	0.3	0.0	2	-1
O=C(Nc1c2c(nn1-c1cccc(Cl)c1)CSC2)C1CC1	0.7	0.2	8	15
COC(=O)CCC(=O)Nc1sc2c(c1C(=O)OC)CCCC2	2.7	-0.1	-8	-1
CC1(C)Cc2c(sc(NC(=O)c3ccc(F)cc3)c2C#N)C(C)(C)N1	-1.4	0.1	-12	1
Cc1c(C(=O)Nc2ccc(F)cc2Cl)sc2ncn(CC(=O)N3CCC(C)CC3)c(=O)c12	0.1	0.0	9	6
Cc1cccc(NS(=O)(=O)c2cc(C(C)(C)C)c(F)c(C(C)(C)C)c2)n1	0.2	-0.1	3	-11
C/C(=C\c1ccco1)CN1Cc2ccccc2OC(C)C1 (stereo not given)	-0.4	0.1	3	15
COCCN(C)C(=O)CC1C(=O)NCCN1Cc1ccccc1F (stereo not given)	1.8	0.0	8	5
CNc1nc2c(c(=O)[nH]c(=O)n2C)n1Cc1cccc2ccccc12	0.4	-0.1	5	-3
O=C(Nc1ccc(F)c(Cl)c1)c1ccccc1C(=O)c1ccc(Cl)c([N+](=O)[O-])c1	-0.3	0.0	-7	0
Cc1ccc(OCC(=O)N2CCN(c3ccccc3)CC2)cc1	1.7	0.0	-2	6
O=C(NC1CCN(Cc2ccccc2)CC1)c1ccc2nc(Nc3ccccn3)sc2c1	0.0	0.1	-18	23
CC(C)OC(=O)CN1CCC(O)(c2cccnc2)CC1	0.0	0.2	7	7
CCc1cc2c(nc1CC)CCN(CC/C(C)=N/O[C@@H](C)CN1CCCc3nc(C)c(C)cc31)C2	4.9	-0.2	nt	-7
Cc1nc(CN(C)Cc2ccc(C(=O)NC3CCCc4ccccc43)c(=O)[nH]2)cs1 (stereo not given)	0.7	0.1	-5	-16

Other entries.
SMILES	GPR151 ag	FBW7 activator	TEAD-YAP block	MITF primary
Cc1cc(C)nc(SCC2COc3ccccc3O2)n1 (stereo not given)	-1.3	0.2	-11	2
CC(C)N(CCNc1ncnc2nc(Nc3ccccc3)[nH]c12)C(C)C	-2.2	-0.2	-7	5
CCOc1cc(C2C=C(c3ccc(OC)cc3)Nc3nnnn32)ccc1OC(F)F (stereo not given)	-1.9	-0.1	0	3
CCNC(=S)N/N=C/c1sccc1C	-1.9	0.4	16	11
COc1cccc(OC)c1C(=O)N(C)c1nc(-c2ccc(F)cc2)cs1	-1.5	0.0	-22	19

5 entries out of the list, ordered by molecular weight, ascending.
SMILES	GPR151 ag	FBW7 activator	TEAD-YAP block	MITF primary
CCNC(=S)N/N=C/c1sccc1C	-1.9	0.4	16	11
CC(C)OC(=O)CN1CCC(O)(c2cccnc2)CC1	0.0	0.2	7	7
Cc1cc(C)nc(SCC2COc3ccccc3O2)n1 (stereo not given)	-1.3	0.2	-11	2
CC(C)N(CCNc1ncnc2nc(Nc3ccccc3)[nH]c12)C(C)C	-2.2	-0.2	-7	5
CCc1cc2c(nc1CC)CCN(CC/C(C)=N/O[C@@H](C)CN1CCCc3nc(C)c(C)cc31)C2	4.9	-0.2	nt	-7

Screens deposited in PubChem BioAssay by The Scripps Research Institute Molecular Screening Center.
